Compound activity deposited in PubChem BioAssay by National Center for Advancing Translational Sciences (NCATS).
LMNA splice mod = modulators of lamin A splicing | Potency, µM (doses to about 46.1 µM), inactives show at the highest dose ratio change, negative = inhibition, actives largely listed as inhibitors | 200,000 tested, 0.01% active | AID 1487 | HeLa LMNA splicing GFP/RFP minigene ratio, 48 h; active means well fitted inhibition curve with a large enough effect in the signal ratio, with a control signal flat, not every such curve was filed as active; inconclusive means small, poorly fitted or top-dose-only effect, or effect the other way, or a change in a side signal; the % refers to the signal ratio; further: potency means the concentration at half of the fitted maximal effect; on the % scale 0 is the no-effect control and ±100 the full control effect
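S3 HeLa cells stably expressing lamin A-EGFP splicing minigene plus DsRed2, 600 cells/well, 48 h compound exposure at 37C. Laser-scanning cytometry; analysed as GFP (500-530 nm)/RFP (575-640 nm) total intensity ratio; 0.5% DMSO vehicle.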
IMPase Li inh = membrane-permeable IMPase blocker, potentiated with lithium; CHO-M1 cells, IP1 TR-FRET (IP-One), carbachol + lithium; Potency, µM (series often up to 59.4 µM), for inactives: top-dose activity, negative = IMPase inhibition, actives largely listed as inhibitors; 210,000 tested, 0.35% active;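 further: IP1 builds up when IMPase is blocked and the TR-FRET signal falls; potency means the concentration at half of the fitted maximal effect; plate controls were basal vehicle for no effect and high inhibitor control for full effect; nearly all actives have a fitted effect of over 50% in size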
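Test compounds were applied to CHO-M1 cells previously cultured for 16–30 h at 2000 per well. A small lithium amount accompanied them; after 30 min at 37C, IP1 was quantified by TR-FRET.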
HttQ103 aggreg = inhibitors of mutant huntingtin aggregate formation in PC12 cells | PC12 HttQ103-GFP aggregates, Acumen cytometry, 40 h | Potency, µM (highest dose often 46.1 µM), for the others: at the highest dose activity change, negative = inhibition, hits mostly inhibitors | 220,000 tested, 1.1% active | AID 1688; further: potency means the concentration at half of the fitted maximal effect; on the % scale 0 is the no-effect control and ±100 the full control effect; nearly all actives have a fitted effect of over 60% in size
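PC12/HTTQ103-GFP, ecdysone-inducible; teb 100 nM; cpd qHTS titration; GFP aggregates read on laser cytometer, Ex 488/Em 500-530 nm.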
SMN2 splice up = increases expression of the SMN2 splice variant | HEK293 SMN2-luciferase splicing reporter, luminescence, 30-36 h | Potency, µM (titrated, usually from 46.1 µM), for inactives: at the highest dose activity change, positive = activation, most hits filed as activators | 210,000 tested, 2.8% active; further: potency means the concentration at half of the fitted maximal effect; % of control where 0% means no effect; nearly all actives have a fitted effect of over 55% in size
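qHTS luciferase splicing reporter: luminescence rises when SMN2 exon 7 is included in transfected HEK293 cells. Compound exposure lasted 30-36 h at 37C, with 4.5 mM final sodium butyrate as control, followed by a ONE-Glo read.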
HTT cytoprotect = cytoprotection in Huntington HTT-Q103 PC12 cell model. Potency, µM (highest dose often 56.4 µM), for inactives: cytoprotection (ATP increase), hits mostly activators. AID 1471. 230,000 tested, 0.14% active. PC12 HTT-Q103 induced, cytoprotection, ATP luminescence, 40 h;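 further: potency means the concentration at half of the fitted maximal effect; % of control where 0% means no effect; nearly all actives have a fitted effect of over 45% in size; toxic huntingtin expression switched on by the ecdysone agonist tebufenozide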
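Huntington model: PC12 line, ecdysone-inducible HTTQ103 exon1–GFP, tebufenozide 100 nM. Test articles in a dose series. Endpoint luminescence from cellular ATP.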
CBFb-RUNX1 inh = blocks binding between human CBF-beta and RUNX1 | 230,000 tested, under 10 active | Potency, µM (series often up to 59.8 µM), without a hit: top-dose activity, negative = inhibition, most hits filed as inhibitors | AID 1477 | AlphaScreen CBFb-His/RUNX1-biotin binding, biochemical | Q01196+Q13951; further: % of control where 0% means no effect
Target sequence (Q01196 whole entry, looked up): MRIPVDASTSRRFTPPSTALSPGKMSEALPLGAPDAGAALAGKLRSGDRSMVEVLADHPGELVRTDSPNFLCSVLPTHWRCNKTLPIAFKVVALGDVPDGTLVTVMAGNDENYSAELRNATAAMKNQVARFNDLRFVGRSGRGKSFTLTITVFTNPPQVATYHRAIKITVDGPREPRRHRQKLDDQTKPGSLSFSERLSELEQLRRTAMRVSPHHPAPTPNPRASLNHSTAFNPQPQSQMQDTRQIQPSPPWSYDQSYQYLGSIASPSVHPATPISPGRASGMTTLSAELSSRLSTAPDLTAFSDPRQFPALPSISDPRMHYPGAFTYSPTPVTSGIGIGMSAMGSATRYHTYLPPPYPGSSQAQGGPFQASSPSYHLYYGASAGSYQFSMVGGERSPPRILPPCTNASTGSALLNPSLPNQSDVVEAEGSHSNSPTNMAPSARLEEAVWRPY
Target sequence (Q13951 whole entry, looked up): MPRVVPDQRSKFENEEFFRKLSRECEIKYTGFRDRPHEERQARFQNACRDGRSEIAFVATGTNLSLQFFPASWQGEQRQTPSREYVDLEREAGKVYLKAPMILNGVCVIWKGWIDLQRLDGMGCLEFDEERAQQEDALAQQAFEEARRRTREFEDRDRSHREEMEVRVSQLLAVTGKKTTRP
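Room-temperature protein-protein interaction test with 30 nM each of His-tagged CBF-beta and biotinylated RUNX1, 15 min with compound, then 90 min with nickel plus streptavidin beads. Signal read in AlphaScreen mode.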
KinaseGlo FLuc = blocks Kinase-Glo luciferase, a counter-screen artifact; Kinase-Glo luciferase, ATP luminescence, 8 min; 200,000 tested, 0.28% active; Q27757; Potency, µM (titrated, usually from 38.3 µM), without a hit: at the highest dose activity change, negative = inhibition, most hits filed as inhibitors; further: potency means the concentration at half of the fitted maximal effect; on the % scale 0 is the no-effect control and ±100 the full control effect; nearly all actives have a fitted effect of over 60% in size
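Recombinant Kinase-Glo luciferase, 10 uM ATP (linear range), luciferin; imidazole pH 7.2 / KCl / MgCl2 / Tween / BSA buffer; 8 min RT; luminescence.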
* = called active by the depositor; ? = inconclusive; . = no result given; [ ] = another dose, or the depositor's remark. Unless noted, the call rests on the fitted dose curve; in most records, active means well fitted curve in the direction sought with a large enough effect; inconclusive means small, poorly fitted or top-dose-only effect, or another doubt; inactive means no such curve, though single readings can be large; an effect the other way counts as inactive or inconclusive.

SMILES	LMNA splice mod	IMPase Li inh	HttQ103 aggreg	SMN2 splice up	HTT cytoprotect	CBFb-RUNX1 inh	KinaseGlo FLuc
CCCCCCN(C(=O)CCCCCN1C(=O)NC(c2ccc(-c3ccccc3)cc2)C(C(=O)OCc2ccccc2)=C1C)C(C(=O)NCCCC)c1ccccn1 (configuration not stated)	.	-3%	-25%[9.22 µM]	-27%	-12%[10 µM]	?	-7%
Nc1c(C(=O)Nc2ccccc2)sc2ncc([N+](=O)[O-])cc12	.	.	-16%[9.22 µM]	.	-2%[10 µM]	-4%	.
CCOC(=O)C1CCN(C(=O)COc2ccc(Br)cc2Br)CC1	.	1%	-7%[9.22 µM]	-6%	-21%[10 µM]	1%	-2%
CCc1nc(SCC(=O)N2CCN(C(=O)c3ccco3)CC2)c2c3c(sc2n1)CCCC3	?	-1%[38.3 µM]	?	-29%	-16%[10 µM]	-2%	8%
O=C(Nc1cccc(Cl)c1)N(Cc1nc2ccccc2c(=O)[nH]1)Cc1cccs1	?	3%	?	-12%	4%[10 µM]	-1%	-2%
Cc1ccc(/C=N/NC(=O)Cn2nc(C)c(Br)c2C)o1	-4%	25%[38.3 µM]	6%[9.22 µM]	1%	2%	-3%	1%
N#Cc1c(N)c(C(=O)c2ccccc2)n2c1CCC2	-2%	0%	-3%	15%	2%[10 µM]	9%	7%
CCOC(=O)C1C(=O)NC(c2ccccc2)=NC1c1cccc(Br)c1 (configuration not stated)	.	2%	4%	-10%	-17%	-11%	-2%
Cc1ccc(C(=O)N[C@H](C(=O)OCC(=O)c2ccc[nH]2)C(C)C)cc1	6%	4%	3%	-1%	34%[0.074 µM]	-5%	0%
COC(=O)CSc1nc2nc(C)c(Br)cc2[nH]1	-3%	-12%[38.3 µM]	16%	3%	8%	5%	-3%
CCOC(=O)c1nnsc1-c1ccc(-c2snnc2C(=O)OCC)cc1	.	.	3%[9.22 µM]	.	5%[10 µM]	7%	.
CCOc1ccc(CCNC(=O)CSc2cc(=O)n(CC)c3ccccc23)cc1OCC	-9%	8%	21%	7%	32%[10 µM]	-11%	-1%
Cc1cc(NC(=O)CCC(=O)N(c2ccc(F)cc2)C(C(=O)NC2CCCC2)c2ccncc2)no1 (configuration not stated)	7%	2%[38.3 µM]	0%	0%	-5%	-3%	-3%
CC1=C(C(=O)OC(C)C)C(c2cccs2)N2C(=O)C(C)SC2=N1 (configuration not stated)	2%	14%[38.3 µM]	15%	-3%	10%[0.074 µM]	-4%	-8%
CCc1cc(C(=O)COc2ccccc2F)c(O)cc1O	?	41%[activator][38.3 µM]	?	-63%[inhibitor]	-2%[1.9 µM]	-11%	1%
S=C(N/N=C/c1ccc2ncccc2c1)Nc1ccccc1	?	-5%	19%	?	-24%	-13%	-4%
Cn1/c(=N/N=C/c2ccc(N3CCOCC3)cc2)sc2ccccc21	-22%[46 µM]	-4%	-2%	26%	-58%[inhibitor]	-12%	-1%
COc1cccc(OCCCN2CCCCC2)c1	0%	.	2%	.	5%	0%	.
O=C(Cc1sc(Nc2ccccc2)nc1-c1ccccc1)NCc1ccccn1	-9%[46 µM]	15%	-14%	13µM*	-1%[10 µM]	-24%	5%
COc1cc(NC(=S)Nc2cccnc2)cc(OC)c1OC	15%	3%[38.3 µM]	27%	-6%	-8%	4%	-1%
CC(C)(C)OC(=O)NC(CCNC=C1C(=O)OC(C)(C)OC1=O)C(=O)O (configuration not stated)	0%	26%[38.3 µM]	-3%	-12%	8%[1.9 µM]	5%	-1%
COc1ccc(CCNC(=O)C23CCC(C)(C(=O)C2Br)C3(C)C)cc1OC (configuration not stated)	.	.	8%[9.22 µM]	.	-6%[10 µM]	24%	.
O=C(CN1C(=O)C2CCc3[nH]c4ccccc4c3C2C1=O)N1CCCC1 (configuration not stated)	9%	6%[38.3 µM]	-3%	-16%	-18%	-5%	-5%
COc1cccc(OCc2nc(-c3ccc(Br)o3)no2)c1	9%[9.22 µM]	0%	-6%	-3%	-30%	21%	-8%
O=C(Nc1cccc(C(F)(F)F)c1)c1cc(-c2cccs2)on1	3%	?	4%	5%	1%	8%	-2%
SMILES	LMNA splice mod	IMPase Li inh	HttQ103 aggreg	SMN2 splice up	HTT cytoprotect	CBFb-RUNX1 inh	KinaseGlo FLuc
CCOC(=O)c1cc(C)nc(SC)c1C#N	.	.	17%[9.22 µM]	.	2%[10 µM]	4%	.
COCc1cc(C)nc(SC)c1C#N	26%[46 µM]	-1%	25%[9.22 µM]	-3%	20%[10 µM]	7%	1%
COCC(=O)N1CCC2(CCCN(Cc3ccccc3OC)C2)CC1	.	10%	.	5%	5%	.	-1%
COCCCNCCOc1ccc(C(C)(C)c2ccccc2)cc1	8%	17%	8%	27%	-14%[10 µM]	3%	0%
Cc1csc(NC(=O)C2CCC(C)(C(=O)O)C2(C)C)n1 (configuration not stated)	2%	-6%[38.3 µM]	8%	-18%	-1%	12%	-3%
O=C(NCc1cccnc1)c1ccc(CS(=O)(=O)Cc2ccc(Cl)cc2)o1	?	-4%	-6%	-50%[inhibitor]	-3%[10 µM]	3%	10%
O=C(NCCC1CC1(Cl)Cl)Nc1ccccc1 (configuration not stated)	.	.	-5%[9.22 µM]	.	-9%[10 µM]	-1%	.
O=C(CN(C1CC1)S(=O)(=O)c1ccc(S(=O)(=O)N2CCCCCC2)cc1)Nc1ccccc1	3%	8%[38.3 µM]	13%	1%	-1%[10 µM]	3%	1%
Cc1ccc2nc(NCc3ccccc3)c(C#N)cc2c1	.	.	18%[9.22 µM]	.	15%[10 µM]	19%	.
COC(=O)[C@@]1(Cc2ccccc2)[C@H]2c3cc(C(=O)N4CCCC4)n(Cc4ccc(OC)c(OC)c4)c3C[C@H]2CN1C(=O)c1ccccc1	.	16%	.	-25%	2%	-24%	-3%
O=C(CN1C(=O)C2C3CCC(C3)C2C1=O)OCC(=O)c1cccc([N+](=O)[O-])c1 (configuration not stated)	-10%	4%	-3%	-10%[1.84 µM]	34%[10 µM]	8%	-1%
COC(=O)c1sc2nc(CN3CCN(c4cccc(C(F)(F)F)c4)CC3)[nH]c(=O)c2c1C	-17%	.	?	.	3%[10 µM]	1%	.
Cn1cc(Br)c(C(=O)N2CCN(c3cccc(Cl)c3)CC2)n1	-3%	21%	8%	27%	17%[10 µM]	12%	-2%
O=C(Nc1ccccc1)c1cccnc1NCCc1ccccc1	?	0%	?	-12%[1.84 µM]	2%[10 µM]	?	0%
Cc1nn(CC(=O)NCCc2ccc(Cl)cc2Cl)c(C)c1[N+](=O)[O-]	-8%	9%	12%	-23%	-1%[10 µM]	1%	-1%
O=S(=O)(NCCc1ccccn1)c1ccc(-c2ccccn2)s1	.	.	6%[9.22 µM]	.	-2%[10 µM]	7%	.
COc1ccc(C(CNC(=O)COc2ccc(-c3ccccc3)cc2)N2CCOCC2)cc1 (configuration not stated)	.	.	2%[9.22 µM]	.	-6%[10 µM]	8%	.
COc1ccc(C2C(C#N)=C(N)N(c3ccccc3C#N)C3=C2C(=O)CCC3)cc1CN1CCCC1 (configuration not stated)	10%	0%	17%	5%	.	?	-4%
O=C(Cn1cnc2ccccc2c1=O)Nc1cccc(-c2nnc3n2CCCCC3)c1	-14%	51%[activator][38.3 µM]	-32%	-17%	-12%	4%	-3%
CC(C)CN1CCN(Cc2cccn2-c2ccccn2)CC1CCO (configuration not stated)	?	7%	-5%	.	-20%	-2%	5%
Cc1cccc(N2C(=O)C3C(c4ccccc4)OC4(C(=O)c5ccccc5C4=O)C3C2=O)c1 (configuration not stated)	-3%	-2%[38.3 µM]	30%	5%	-3%	4%	-4%
O=C(CSc1nc(-c2ccccc2)c(-c2ccccc2)o1)Nc1nncs1	-6%	3%[38.3 µM]	-10%	-31%[inhibitor]	-14%	-1%	3%
COc1cc(C2C3=C(CC(C)(C)CC3=O)Nc3c2c(=O)[nH]c(=O)n3Cc2ccccc2)ccc1O (configuration not stated)	8%	0%	-1%	-17%	5%[0.074 µM]	4%	4%
COc1ccc(N2CCN(c3oc(-c4ccc(OC)c(OC)c4)nc3C#N)CC2)cc1	?	18%[38.3 µM]	2%	21%	-11%[0.074 µM]	-6%	-3%
CC(=O)CCC(=O)O	?	.	-4%	.	1%	.	.
SMILES	LMNA splice mod	IMPase Li inh	HttQ103 aggreg	SMN2 splice up	HTT cytoprotect	CBFb-RUNX1 inh	KinaseGlo FLuc
Cc1oc2cc(O)ccc2c(=O)c1Oc1ccc2ccccc2c1	16%	-5%[38.3 µM]	?	3%	-25%	0%	-3%
Cc1ccc(OCCCn2ccnc2)c([N+](=O)[O-])c1	?	2%	-7%	-1%	.	-3%	0%
O=S(=O)(/C=C/c1ccccc1)Nc1ccc2c(c1)OCO2	?	-11%[38.3 µM]	-27%	-11%	-4%	-5%	-4%
CCOC(=O)c1csc(NC(=O)CSc2nnnn2-c2ccc(OCC)cc2)n1	16%	-12%[38.3 µM]	12%	-23%	-5%	4%	1%
N#C/C(=C\c1ccccc1Cl)C(=O)NC(=O)Oc1ccccc1	0%	18%[38.3 µM]	-11%	6%	-6%	2%	-1%
COc1ccc(NC(=O)c2cnc(C)cn2)c2ncccc12	-10%	-9%[38.3 µM]	1.8µM*	-21%	-53%[inhibitor][10 µM]	11%	-3%
CCCS(=O)(=O)C(=C(Nc1ccccc1)Nc1ccccc1)S(=O)(=O)CCC	-3%	15%[38.3 µM]	9%	11%	-15%	12%	-3%
Cc1cc(C)nc(SCCN(C)C)n1	.	2%	14%[9.22 µM]	.	35%[10 µM]	-3%	4%
Cc1[nH]n(-c2ccccc2)c(=O)c1-c1ccc(Cl)cc1	?	23%[38.3 µM]	-13%	-15%	-10%	-3%	-1%

Three compounds out of the list, sorted by heavy-atom count, high to low.
SMILES	LMNA splice mod	IMPase Li inh	HttQ103 aggreg	SMN2 splice up	HTT cytoprotect	CBFb-RUNX1 inh	KinaseGlo FLuc
COc1ccc(CCNC(=O)C23CCC(C)(C(=O)C2Br)C3(C)C)cc1OC (configuration not stated)	.	.	8%[9.22 µM]	.	-6%[10 µM]	24%	.
CC(C)(C)OC(=O)NC(CCNC=C1C(=O)OC(C)(C)OC1=O)C(=O)O (configuration not stated)	0%	26%[38.3 µM]	-3%	-12%	8%[1.9 µM]	5%	-1%
N#Cc1c(N)c(C(=O)c2ccccc2)n2c1CCC2	-2%	0%	-3%	15%	2%[10 µM]	9%	7%

Looked up above:
Cc1ccc(OCCCn2ccnc2)c([N+](=O)[O-])c1 – SMN2 splice up: -1%
COc1ccc(NC(=O)c2cnc(C)cn2)c2ncccc12 – KinaseGlo FLuc: -3%
